PTAP TSG101 blk – blocks PTAP/TSG101 interaction to inhibit HIV-1 budding | 340,000 tested, under 10 active | Fluorescence polarization, FITC-PTAP peptide / Tsg101 binding | Q99816 | AID 493005 | Potency, µM (series often up to 115 µM), for the others: top-dose activity change, negative = inhibition, actives largely listed as inhibitors; active = well fitted inhibition curve with a large enough effect in the main read-out, with a control signal flat, not every such curve was filed as active; inconclusive = small, poorly fitted or top-dose-only effect, or effect the other way, or a change in a side signal; inactive = no such curve, though single readings can be large or run the other way; also: potency is read from the fitted curve at half-maximal effect; % of control where 0% means no effect
Target sequence (Q99816 whole entry, looked up): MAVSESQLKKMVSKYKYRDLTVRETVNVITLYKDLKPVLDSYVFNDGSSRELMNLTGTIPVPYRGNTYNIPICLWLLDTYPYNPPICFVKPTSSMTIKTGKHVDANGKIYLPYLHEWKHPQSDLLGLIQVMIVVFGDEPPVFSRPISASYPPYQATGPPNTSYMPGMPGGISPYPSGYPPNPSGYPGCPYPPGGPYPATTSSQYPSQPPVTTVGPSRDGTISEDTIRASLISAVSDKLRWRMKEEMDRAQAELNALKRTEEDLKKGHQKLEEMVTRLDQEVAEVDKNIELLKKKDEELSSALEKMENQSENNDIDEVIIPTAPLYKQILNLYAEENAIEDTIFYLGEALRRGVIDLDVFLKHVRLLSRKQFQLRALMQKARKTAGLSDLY
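Tsg101 binding domain (10 uM final) was mixed with compound and a FITC-labeled PTAP peptide (50 nM final) in HEPES pH 7.5 buffer with NaCl, Tween 20, EDTA and TCEP; fluorescence polarization was read after 20 min at r.t.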
TCR activator – activators of T cell receptors. primary human leukocytes, anti-CD3, IL-2 HTRF, 48 h. Potency, µM (top dose mostly 9.22 µM), without a hit: at the highest dose activation of IL-2 secretion, hits mostly activators. 330,000 tested, under 10 active. AID 504894; also: % of control where 0% means no effect
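Primary human leukocytes incubated 48 hr with anti-CD3 beads plus compound, without co-stimulation. Secreted IL-2 measured by HTRF (europium cryptate/d2 anti-IL-2 pair, 320 nm excitation, 665 nm emission).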
Tb PFK inh – T. brucei PFK enzyme inhibition | T. brucei PFK, ADP-Glo luminescence | Potency, µM (series often up to 57.5 µM), inactives show at the top dose activity, negative = inhibition, actives largely listed as inhibitors | 330,000 tested, 0.17% active;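 also: potency is read from the fitted curve at half-maximal effect; 0% = uninhibited 1x PFK enzyme wells and -100% = no-enzyme wells; nearly all actives have a fitted effect of over 60% in size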
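Luminescent ADP detection (ADP-Glo, two-step: ATP depletion then ADP-to-ATP conversion for luciferase) reported PFK activity after 45 min room-temperature reaction of 1.25 nM enzyme with 0.5 mM F6P and 0.1 mM ATP at pH 8.0.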
USP2a inh – blocks human ubiquitin-specific protease USP2a. 330,000 tested, 0.01% active. USP2 core, Ub-CHOP2 coupled fluorogenic reporter, 485/531. Potency, µM (series often up to 38.3 µM), inactives show at the highest dose activity change, negative = inhibition, most hits filed as inhibitors;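 also: potency is read from the fitted curve at half-maximal effect; plate controls were DMSO wells for no effect and full inhibition by NEM control for full effect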
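Deubiquitinase activity read as fluorescence (485/531 nm) after Ub-CHOP2 cleavage activates the enterokinase reporter on its substrate; USP2 core 10nM, Ub-CHOP2 and substrate 25nM each, 30min compound preincubation then 60min RT; data normalized to NEM, curves fitted.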
TSHR antagonist – blocks TSH signaling through the human TSH receptor. TSHR-expressing cells, TSH-stimulated cAMP HTRF, 2 h; hits give low values. activity change, negative = inhibition, % at 11.5 µM. AID 504810. 330,000 tested, 0.2% active. P16473;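 active = activity change below a set negative limit, meaning inhibition stronger than a set level, cut at about -70% in these data; inconclusive = activity change between two set negative limits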; also: % is scaled to controls: 0 for no effect and ±100 for the full control effect
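TSHR-expressing cells, 200/well, pre-treated with compound, then stimulated with EC80 TSH (4nM final) for 2 hours at 37 deg C. cAMP measured by competitive HTRF: anti-cAMP cryptate antibody in lysis buffer plus cAMP-d2, read after 30 minutes at room temperature.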
Mito fusion yeast – mitochondrial division inhibition or fusion activation. S. cerevisiae fusion-defective mutant growth rescue, CellTiterGlo 48 h. Potency, µM (series often up to 46.1 µM), for the others: at the top dose growth rescue (activation), actives largely listed as activators. 320,000 tested, 0.23% active. AID 485298;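 also: potency is read from the fitted curve at half-maximal effect; % of control where 0% means no effect; nearly all actives have a fitted effect of over 45% in size; temperature-sensitive fusion mutants such as fzo1-1 at 37 °C on non-fermentable ethanol glycerol medium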
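Luminescent cell viability in 1536-well qHTS format served as the measure of rescued growth in ts fusion-mutant S. cerevisiae cultured on non-fermentable YPEG for 48 hours at 37C.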
B2AR arrestin – agonists driving beta-arrestin recruitment to human beta2-adrenergic receptor; P07550; Potency, µM (titrated, usually from 46.1 µM), inactives show top-dose activation, hits mostly activators; beta-arrestin recruitment to beta2AR, cell-based reporter; AID 492947; 330,000 tested, 0.02% active;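 also: potency is read from the fitted curve at half-maximal effect; 0% = DMSO controls and full agonism = EC100 isoproterenol or metaproterenol; nearly all actives have a fitted effect of over 65% in size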
Target sequence (P07550 whole entry, looked up): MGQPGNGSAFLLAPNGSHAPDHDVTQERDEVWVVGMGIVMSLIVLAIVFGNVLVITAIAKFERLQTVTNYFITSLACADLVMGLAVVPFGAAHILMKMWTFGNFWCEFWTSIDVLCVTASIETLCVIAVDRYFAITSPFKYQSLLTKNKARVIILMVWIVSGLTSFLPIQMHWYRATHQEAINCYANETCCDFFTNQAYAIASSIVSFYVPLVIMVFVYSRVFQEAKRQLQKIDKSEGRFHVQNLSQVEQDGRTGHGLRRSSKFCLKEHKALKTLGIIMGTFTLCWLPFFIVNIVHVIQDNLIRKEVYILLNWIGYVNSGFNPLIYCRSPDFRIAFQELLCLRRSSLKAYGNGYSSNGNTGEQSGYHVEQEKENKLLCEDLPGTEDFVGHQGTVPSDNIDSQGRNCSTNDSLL
uPA generation – inhibitors of cell surface uPA generation | cell surface uPA generation assay, qHTS | Potency, µM (top dose mostly 38.3 µM), for the others: at the highest dose activity change, negative = inhibition, actives largely listed as inhibitors | 330,000 tested, 0.31% active | AID 540303; active = well fitted inhibition curve with a large enough effect; inconclusive = small, poorly fitted or top-dose-only effect; inactive = no such curve, though single readings can be large or run the other way; tested in mouse RAW 264.7 cells; also: potency is read from the fitted curve at half-maximal effect; % is scaled to controls: 0 for no effect and ±100 for the full control effect; nearly all actives have a fitted effect of over 55% in size
ELG1 DNA repair – ELG1-dependent DNA repair inhibition. 330,000 tested, 2.3% active. AID 504467. HEK293T ELG1-luciferase reporter, luminescence, 16 h; DNA damage induced by 5-fluorouridine. Potency, µM (titrated, usually from 46.1 µM), for inactives: top-dose activity change, negative = inhibition, most hits filed as inhibitors; also: potency is read from the fitted curve at half-maximal effect; % is scaled to controls: 0 for no effect and ±100 for the full control effect; nearly all actives have a fitted effect of over 55% in size
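Luminescence from the luciferase reporter, measured 30 min after ONE-Glo reagent at room temperature, was the read-out. Beforehand, 2,000 cells per well were exposed for 16 hr at 37 °C to 5-fluorouridine together with compound or vehicle.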
BCR signal inh – blocks chronic active B-cell receptor signaling; Potency, µM (top dose mostly 46.1 µM), for inactives: at the top dose ratio change, negative = lower green/red ratio, usual class: inhibitors; ABC-DLBCL IkBa-CBG/CBR reporter, luminescence ratio, 4 h; 340,000 tested, 0.05% active; active = well fitted inhibition curve with a large enough effect in the signal ratio, with a control signal flat, not every such curve was filed as active; inconclusive = small, poorly fitted or top-dose-only effect, or effect the other way, or a change in a side signal; the % refers to the signal ratio;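 also: potency is read from the fitted curve at half-maximal effect; plate controls were basal doxycycline-induced cells for no effect and cells given 10 µM MG132 for full effect; MG132 reads +100%, hits lower the ratio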
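TMD8 human ABC-DLBCL cells with doxycycline-inducible IκBα–green luciferase fusion and unfused red luciferase, in 0.5% FBS medium; compounds up to 46 uM, 4 h at 37C. Green/red luminescence ratio, filter-overlap corrected, fitted to concentration-response curves.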
Eya2 phos inh – Eya2 (human) phosphatase inhibition; O00167; 330,000 tested, 0.006% active; recombinant Eya2, OMFP fluorescence dephosphorylation (OMFP is methylfluorescein phosphate); Potency, µM (doses to about 76.9 µM), inactives show top-dose activity, negative = inhibition, hits mostly inhibitors; AID 488837; also: potency is read from the fitted curve at half-maximal effect; % is scaled to controls: 0 for no effect and ±100 for the full control effect
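Eya2 protein (added as 0.2 uM solution) was preincubated with compound for 10 min at ambient temperature in 50 mM HEPES pH 7.5, 50 mM NaCl, 5 uM MgCl2, 0.05% BSA, 1 mM DTT. OMFP (added at 50 uM) then reacted 10 min; fluorescence read at 485/525 nm.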
Starred values were filed as active, the others as inactive; [ ] = remark or other dose. Unless noted, calls follow the shape of the dose curve; as a rule, active = well fitted curve in the direction sought with a large enough effect; inconclusive = small, poorly fitted or top-dose-only effect, or another doubt; inactive = no such curve, though single readings can be large; an effect the other way counts as inactive or inconclusive.

`COC(=O)C1=C(C)N(CCc2cc(OC)c(OC)c(OC)c2)C(=O)N[C@H]1c1ccc(Br)cc1` gave Tb PFK inh -1%, USP2a inh 3%, TSHR antagonist -6, Mito fusion yeast 2%, B2AR arrestin -0.1%, ELG1 DNA repair inconclusive, BCR signal inh -9% and Eya2 phos inh -3%.
`COc1cc(C(C)=O)ccc1Oc1ncnc2c1cnn2-c1ccccc1` gave PTAP TSG101 blk 0%, TCR activator -1%[46.1 µM], Tb PFK inh 2%, USP2a inh 3%, TSHR antagonist 8, Mito fusion yeast -6%, B2AR arrestin 0.4%, uPA generation 11%, ELG1 DNA repair 14%, BCR signal inh -2% and Eya2 phos inh -2%.
Cc1nn(C)cc1CN(C)Cc1ccc(OCC(O)CN2CCCCC2)cc1 (configuration not stated) was read as PTAP TSG101 blk -10%, TCR activator -1%, Tb PFK inh 2%, USP2a inh 2%, TSHR antagonist -2, Mito fusion yeast -6%, B2AR arrestin -0.4%, uPA generation 11%, ELG1 DNA repair -14%, BCR signal inh 1% and Eya2 phos inh -14%.
O=C(Nc1nccs1)c1ccc(-c2ccc(F)c(Cl)c2)o1 was read as PTAP TSG101 blk 0%, TCR activator 5%, Tb PFK inh -2%, USP2a inh -7%, TSHR antagonist -9, Mito fusion yeast 12%, B2AR arrestin 0.0%, uPA generation inconclusive, ELG1 DNA repair inconclusive, BCR signal inh inconclusive and Eya2 phos inh -9%.
`O=C(NCCCn1ccnc1)c1ccc(S(=O)(=O)N2CCCCCC2)cc1` gave PTAP TSG101 blk -4%, TCR activator 1%, Tb PFK inh 3%, USP2a inh 2%, TSHR antagonist -8, Mito fusion yeast 4%, B2AR arrestin -0.4%, uPA generation 4%, ELG1 DNA repair -1%, BCR signal inh 6% and Eya2 phos inh -7%.
Screening COC(=O)CNC(=O)C1Cc2ccccc2CN1S(=O)(=O)c1ccc(F)cc1 (configuration not stated) returned PTAP TSG101 blk 0%, TCR activator 0%, Tb PFK inh 10%, USP2a inh 13%, TSHR antagonist 7, Mito fusion yeast 2%, B2AR arrestin 14%, uPA generation 6%, ELG1 DNA repair 22%, BCR signal inh 0% and Eya2 phos inh 4%.
For CCOc1ccc(NC(=O)c2ccc(-c3csc(C)n3)cc2)cc1 the results were PTAP TSG101 blk -2%, Tb PFK inh -1%, USP2a inh 0%, TSHR antagonist 24, Mito fusion yeast -2%, B2AR arrestin 0.2%, uPA generation -3%, ELG1 DNA repair inconclusive, BCR signal inh 5% and Eya2 phos inh 2%.
For C/C(=N\Nc1c(F)c(F)c(Br)c(F)c1F)c1ccncc1 the results were PTAP TSG101 blk 0%, TCR activator 0%, Tb PFK inh 4%, USP2a inh 0%, TSHR antagonist -11, Mito fusion yeast -6%, B2AR arrestin -1.0%, uPA generation 1%, ELG1 DNA repair 24%, BCR signal inh inconclusive and Eya2 phos inh 8%.
Cc1cc(N2CCOCC2)ccc1/C=C1\NC(=O)N(Cc2ccccc2F)C1=O was read as PTAP TSG101 blk 0%, TCR activator 1%, Tb PFK inh -5%, USP2a inh 2%, TSHR antagonist -22, Mito fusion yeast -4%, B2AR arrestin -0.2%, uPA generation 8%, ELG1 DNA repair -15%, BCR signal inh 5% and Eya2 phos inh 15%.
CCCn1c(=O)c2ccccc2n2c(SCc3c(C(=O)OCC)oc4ccccc34)nnc12 was read as PTAP TSG101 blk -7%, Tb PFK inh -3%, USP2a inh 0%, TSHR antagonist 7, Mito fusion yeast 4%, B2AR arrestin -0.7%, uPA generation 10%, ELG1 DNA repair inconclusive, BCR signal inh 9% and Eya2 phos inh -10%.
CC(=O)c1c(C)[nH]c(C(=O)NCCN2CCC(C)CC2)c1C was read as PTAP TSG101 blk -6%, TCR activator 2%, Tb PFK inh 0%, USP2a inh 0%, TSHR antagonist 0, Mito fusion yeast -2%, B2AR arrestin -0.1%, uPA generation -2%, ELG1 DNA repair -15%, BCR signal inh 2% and Eya2 phos inh 15%.
Screening O=S(=O)(Nc1ccccn1)c1cnc(Cl)c(Br)c1 returned PTAP TSG101 blk -1%, TCR activator 2%[46.1 µM], Tb PFK inh -4%, USP2a inh 3%, TSHR antagonist -4, Mito fusion yeast 0%, B2AR arrestin 0.0%, uPA generation -6%, ELG1 DNA repair 5%, BCR signal inh 9% and Eya2 phos inh -2%.
For CC1CCCC(NC(=O)CSC2CCCCC2)C1C (configuration not stated) the results were PTAP TSG101 blk -5%, TCR activator -5%, Tb PFK inh 0%, USP2a inh 3%, TSHR antagonist -10, Mito fusion yeast 0%, B2AR arrestin 0.0%, uPA generation 12%, ELG1 DNA repair 8%, BCR signal inh inconclusive and Eya2 phos inh -10%.
Screening COc1ccc(-n2c(C)cc(/C=C3/SC(=S)N(C)C3=O)c2C)cc1 returned PTAP TSG101 blk -14%, TCR activator 0%[46.1 µM], Tb PFK inh 1%, USP2a inh 0%, TSHR antagonist 1, Mito fusion yeast 0%, B2AR arrestin -0.5%, uPA generation 1%, ELG1 DNA repair inconclusive, BCR signal inh 2% and Eya2 phos inh 1%.
Screening Cc1cccc2sc(NNC(=O)c3ccc(S(=O)(=O)N4CC(C)CC(C)C4)cc3)nc12 (configuration not stated) returned PTAP TSG101 blk -6%, TCR activator 0%, Tb PFK inh -22%, USP2a inh -13%, TSHR antagonist 3, Mito fusion yeast -9%, B2AR arrestin 0.1%, uPA generation inconclusive, ELG1 DNA repair inconclusive, BCR signal inh -6% and Eya2 phos inh -13%.
`C=CCN1C(=O)C2(C(C#N)=C(N)Oc3n[nH]c(CCC)c32)c2ccccc21` (configuration not stated) gave PTAP TSG101 blk -5%, TCR activator -2%, Tb PFK inh 10%, USP2a inh -1%, Mito fusion yeast -1%, B2AR arrestin -0.4%, uPA generation 2%, ELG1 DNA repair 4%, BCR signal inh -8% and Eya2 phos inh 4%.
Screening COc1ccc(-c2cc(C(=O)N3CCN(c4ncccn4)CC3)c3ccccc3n2)cc1OC returned PTAP TSG101 blk -2%, TCR activator 5%, Tb PFK inh -6%, USP2a inh -6%, TSHR antagonist 7, Mito fusion yeast 6%, B2AR arrestin 0.0%, uPA generation -13%, ELG1 DNA repair 6.5µM*, BCR signal inh 0% and Eya2 phos inh -6%.
`Nc1cccc(Nc2ccccc2)c1` gave PTAP TSG101 blk -4%, TCR activator -2%, Tb PFK inh -6%, USP2a inh 0%, TSHR antagonist 1, Mito fusion yeast 6%, B2AR arrestin -0.3%, uPA generation -2%, ELG1 DNA repair 15%, BCR signal inh 12% and Eya2 phos inh -9%.
Screening CCc1nnc(NC(=O)C(C)C)s1 returned PTAP TSG101 blk -7%, TCR activator -5%, Tb PFK inh 0%, USP2a inh -4%, TSHR antagonist 4, Mito fusion yeast -1%, B2AR arrestin 0.4%, uPA generation 1%, ELG1 DNA repair 18%, BCR signal inh 5% and Eya2 phos inh -8%.
For COc1cc(NC(=O)C2CCC(CNS(=O)(=O)c3csc(C(N)=O)c3)CC2)cc(OC)c1 (configuration not stated) the results were PTAP TSG101 blk 1%, TCR activator -8%, Tb PFK inh 4%, USP2a inh -2%, TSHR antagonist -3, Mito fusion yeast -2%, B2AR arrestin 0.3%, uPA generation 6%, ELG1 DNA repair inconclusive, BCR signal inh -2% and Eya2 phos inh -8%.
Screening O=C(COc1ccccc1)Nc1nnc(-c2ccc(Cl)cc2)o1 returned PTAP TSG101 blk -3%, TCR activator 8%, Tb PFK inh 0%, USP2a inh 9%, TSHR antagonist -1, Mito fusion yeast -6%, B2AR arrestin 0.3%, uPA generation -2%, ELG1 DNA repair 2%, BCR signal inh 4% and Eya2 phos inh 0%.
Screening COc1ccccc1NC(=O)Cn1nc(C)n2cccc2c1=O returned PTAP TSG101 blk -5%, TCR activator -1%, Tb PFK inh 0%, USP2a inh 3%, TSHR antagonist 4, Mito fusion yeast -2%, B2AR arrestin -0.1%, uPA generation 1%, ELG1 DNA repair inconclusive, BCR signal inh 0% and Eya2 phos inh -5%.

Screening results from PubChem BioAssay.
